Assay outcomes from PubChem BioAssay.
TbHK1 inh: blocks Trypanosoma brucei hexokinase 1 activity. recombinant TbHK1, G6PDH-coupled NADH A340. inhibition, % at 10 µM. actives 0.11% (n = 220,000). AID 1430;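 active = inhibition of 50% or more in the single-dose primary screen; inactive = inhibition below 50%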
Rad51 HR inh: Rad51 (human) homologous recombination inhibition | Q06609 | hRad51 DNA strand exchange, fluorescence dequenching | inhibition, % at 10 µM | actives 0.085% (n = 200,000);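 active = inhibition above 40% at the single screening dose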;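 note: 0% = DMSO control wells and 100% = blanks with heterologous ssDNA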
Target sequence (Q06609 whole entry, looked up): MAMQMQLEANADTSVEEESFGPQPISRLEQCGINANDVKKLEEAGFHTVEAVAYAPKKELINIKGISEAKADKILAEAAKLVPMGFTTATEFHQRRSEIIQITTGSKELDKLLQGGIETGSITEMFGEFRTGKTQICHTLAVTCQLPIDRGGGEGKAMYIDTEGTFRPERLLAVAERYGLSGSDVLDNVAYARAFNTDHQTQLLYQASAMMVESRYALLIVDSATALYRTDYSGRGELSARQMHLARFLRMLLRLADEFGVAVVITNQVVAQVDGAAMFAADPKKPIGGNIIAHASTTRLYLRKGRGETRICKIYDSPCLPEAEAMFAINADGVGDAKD
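Material: Human Rad51 nucleoprotein filaments preassembled on unlabelled ssDNA | Also added: Labelled 47-mer dsDNA for strand exchange | Dosing: Single dose, 10 µM final compound | Schedule: 30-min compound preincubation and 15-min exchange, both room temperature | Technique: Fluorescence dequenching at 485/520 nm | Measure: Percent inhibition relative to plate controls and blanks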
eIF4E-4G inh: eIF4E/eIF4G interaction inhibition in translation initiation; P63073+Q04637; TR-FRET eIF4E-eIF4GI(517-606) binding, 2 h; inhibition, % at 21.7 µM; actives 0.37% (n = 220,000); AID 782;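 active = inhibition above about 30%, limit read from the data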;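 note: 0% = full FRET control wells and 100% = background wells lacking eIF4GI fragment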
Hck-Nef inh: human Hck-Nef kinase inhibition | P08631 | Recombinant Hck-YEEI plus Nef, Z-Lyte FRET kinase assay | inhibition, % at 20 µM | actives 0.68% (n = 220,000) | AID 463187;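 active = Hck-Nef kinase inhibition above about 50%, limit read from the data; inactive = inhibition below that limit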;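 note: 0% = DMSO with Hck plus Nef and 100% = Hck alone without Nef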
m-calpain inh: blocks pig calpain II enzyme activity; purified calpain II, fluorogenic peptide substrate, 30 min; inhibition, % at 16 µM; actives 0.37% (n = 220,000);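 active = inhibition above about 50%, limit read from the data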
14-3-3 Bad inh: disrupts binding of bovine 14-3-3 zeta to phospho-Bad peptide | P63103 | actives 0.71% (n = 220,000) | TR-FRET 14-3-3zeta/Dy647-pBad peptide displacement, 1 h | inhibition, % at 21.7 µM;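 active = inhibition above about 70%, limit read from the data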;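 note: 0% = full 14-3-3 plus peptide FRET controls and 100% = background without 14-3-3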
Target sequence (P63103 whole entry, looked up): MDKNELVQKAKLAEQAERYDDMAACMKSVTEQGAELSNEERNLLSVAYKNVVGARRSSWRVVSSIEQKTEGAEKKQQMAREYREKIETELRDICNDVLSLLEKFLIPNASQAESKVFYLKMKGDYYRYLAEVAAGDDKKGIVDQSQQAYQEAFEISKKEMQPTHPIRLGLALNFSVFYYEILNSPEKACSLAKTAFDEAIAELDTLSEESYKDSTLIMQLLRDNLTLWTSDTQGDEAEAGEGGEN
zVAD death inh: blocks zVAD induced death of L929 cells | L929 zVAD necroptosis rescue, ATP luminescence, 24 h; with zVAD 60 µM | viability rescue, % at 10 µM | actives 0.38% (n = 220,000);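 active = activation, scaled between plate controls, above about 75%, limit read from the data; inactive = activation under that limit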;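 note: 0% = zVAD with DMSO and 100% = DMSO alone without zVAD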
EP2 antag: EP2 receptor (human) inhibition | P43116 | C6 glioma cells expressing human EP2, cAMP TR-FRET; cells stimulated with saturating PGE2 | AID 1422 | actives 0.52% (n = 260,000) | inhibition, % at 25 µM;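 active = percent inhibition above 40 after rounding to a whole number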;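 note: rat C6 glioma host cells with rolipram phosphodiesterase inhibitor present; the protocol text gives 20 µM as final concentration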
Target sequence (P43116 whole entry, looked up): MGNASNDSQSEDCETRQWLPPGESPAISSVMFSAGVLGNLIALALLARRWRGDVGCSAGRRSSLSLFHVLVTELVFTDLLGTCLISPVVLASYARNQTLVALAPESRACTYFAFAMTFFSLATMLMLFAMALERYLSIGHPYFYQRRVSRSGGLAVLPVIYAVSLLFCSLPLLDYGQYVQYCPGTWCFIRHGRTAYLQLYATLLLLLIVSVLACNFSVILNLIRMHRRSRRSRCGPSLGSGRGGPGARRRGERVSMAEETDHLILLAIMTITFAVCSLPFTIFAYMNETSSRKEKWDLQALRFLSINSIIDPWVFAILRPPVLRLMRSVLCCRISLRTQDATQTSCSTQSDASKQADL
EP2 mod: modulates human prostaglandin E2 receptor EP2 signaling | induction, % at 25 µM | actives 0.83% (n = 260,000) | EP2-expressing cells, cAMP HTRF FRET, PGE2 co-stimulation;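 active = compounds whose cAMP rise, as percent of the full-agonist control response, exceeds 60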;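 note: rat C6 glioma line stably carrying human EP2 under a CMV promoter; the protocol text gives 20 µM as final concentration; 100% = response of wells given 1 µM PGE2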
Active calls of the source: *; i = inactive; nt = no result given; & = joins results of further samples; [ ] = remark or other dose.

no. | Molecule | TbHK1 inh | Rad51 HR inh | eIF4E-4G inh | Hck-Nef inh | m-calpain inh | 14-3-3 Bad inh | zVAD death inh | EP2 antag | EP2 mod
1 | COc1cc(NC(=O)NCCN2CCN(c3ccc(Cl)cc3)CC2)ccc1C | 8 | -8 | 1 | 1 | 20 | 6 | 0.1 | 19 | 0
2 | COC(=O)CCC(NC(=O)c1cc(C)oc1C)C(=O)OC (stereo not given) | -1 | -5 | -2 | 8 | 14 | -2 | -0.7 | 11 | 27
3 | O=C1Oc2ccccc2C(=O)/C1=C/c1ccccc1O | 5 | -2 | -2 | 81* | 30 | 15 | 32 | 14 | -18
4 | Cc1c(NC(=O)Nc2cccc(Cl)c2)c(=O)n(-c2ccccc2)n1C | 0 | 6 | 4 | -8 | -7 | -6 | 1.3 | 6 | 57
5 | Cc1ccc(C(=O)c2oc3ccccc3c2N)cc1 | -3 | 1 | 4 | 11 | 6 | -8[fluorescence artefact?] | -0.1 | 7 | -5
6 | CN(Cc1cnn(C)c1)C(=O)C1CCCCC1C(=O)O (stereo not given) | -5 | -7 | -1 | 6 | 11 | -2[fluorescence artefact?] | 0.2 | 7 | 28
7 | COc1ccc(S(=O)(=O)N2CCOCC2)cc1Cl | -5 | -4 | 5 | -12 | 22 | -16 | 1.1 | 9 | 19
8 | CCN1CCN(C(=O)CCCCCn2c(=O)[nH]c3cc(C(=O)OC)ccc3c2=O)CC1 | -6 | 0 | -2 | 6 | -89 | 7[fluorescence artefact?] | -0.2 | 5 | -28
9 | CCc1nnc(NC(=O)CCC(=O)N2CCN(C3CCCCC3)CC2)s1 | -2 | -7 | 0 | 3 | -28 | 6 | 0.4 | 14 | 9
10 | CC1=NN(c2ccccc2)C(=O)/C1=C\c1ccc(Oc2ccc([N+](=O)[O-])cc2[N+](=O)[O-])cc1 | -9 | nt | -3[fluorescence artefact?] | -40 | -3 | -3 | nt | 5 | 5

Next part:
no. | Molecule | TbHK1 inh | Rad51 HR inh | eIF4E-4G inh | Hck-Nef inh | m-calpain inh | 14-3-3 Bad inh | zVAD death inh | EP2 antag | EP2 mod
11 | NC(=O)CC(NC(=O)Cc1ccc(Cl)cc1)c1ccc(NC2CCCC2)c([N+](=O)[O-])c1 (stereo not given) | -6 | -10 | -4 | 27 | -20 | 1 | 0.4 | 20 | 14
12 | Cc1nc2n(n1)C(O)c1cc([N+](=O)[O-])ccc1S2 (stereo not given) | -16 | -9 | 11 | 20 | -15 | 6 | 0.2 | 10 | -15
13 | CC12COC3(C(=O)Nc4ccc(Cl)cc4)CC1CCC32C (stereo not given) | 1 | nt | -2 | 6 | -4 | 5 | 0.7 | 12 | -118
14 | Cc1ccc(CNC(=O)C2=NNC(=O)CC2)cc1 | -2 | nt | 0 | 5 | 27 | -1 | 0.1 | 7 | 18
15 | COc1ccc(N=Cc2c(O)n(-c3cccc(C)n3)c(=O)c3ccccc23)c(OC)c1 | -9 | -321 | 2 | 7 | -29 | 2 | 0.1 | 7 | 6
16 | CC1(C)CN(c2ccc(-c3ccnc4ncnn34)cc2)C1=O | -50 | 24 | 6 | 13 | i | 2 | 9.7 | 11 | -1
17 | O=S(=O)(c1ccc(Cl)cc1)N1CCN(Cc2ccc(O)c3ncccc23)CC1 | 0 | -1 | -3 | 22 | -36 | -15 | 11 | 0 | -66
18 | Cc1ccc(-c2nc3ccccc3[nH]2)cc1NC(=O)c1ccco1 | -1 | -6 | 2 | -2 | -28 | 3 | 3.1 | 14 | -17
19 | Cn1ccc(C(=O)OCC(=O)c2ccccc2)n1 | 1 | 0 | 3[fluorescence artefact?] | -1 | 6 | -2 | 0.0 | 8 | 12
20 | O=C(NCCC1=CCCCC1)C1CCN(c2nc3ccccc3o2)CC1 | 0 | nt | 1[fluorescence artefact?] | 5 | 1 | 1 | 1.1 | 5 | -5

Next section.
no. | Molecule | TbHK1 inh | Rad51 HR inh | eIF4E-4G inh | Hck-Nef inh | m-calpain inh | 14-3-3 Bad inh | zVAD death inh | EP2 antag | EP2 mod
21 | CCOC(=O)CN1C=C(c2ccc3ccccc3n2)C(C[N+](=O)[O-])c2ccccc21 (stereo not given) | -18 | -216 | 2 | 2 | 10 | -1 | 0.6 | 6 | 5
22 | Cc1c(C)c(C)c(C(=O)C2CCN(c3ccc([N+](=O)[O-])cn3)CC2)c(C)c1C | -10 | -34 | 8 | -5 | 8 | 3 | 0.2 | 18 | 13
23 | COc1ccc(NC(=O)CSc2nc(N3CCCCC3)nc(N3CCCCC3)n2)cc1 | 1 | 3 | 6[fluorescence artefact?] | 1 | -9 | 6[fluorescence artefact?] | 0.0 | 9 | 38
24 | COc1ccccc1NC(=O)Cn1ncc2c1-c1ccccc1OC2 | 3 | 5 | 0 | 18 | 23 | 4[fluorescence artefact?] | -0.6 | 12 | -2
25 | COc1ccc2c(c1)CC/C2=N\NC(=O)c1ccccc1 | -22 | -27 | 5[fluorescence artefact?] | 6 | -3 | 0 | nt | 4 | -5
26 | Cc1occc1C(=O)N/N=C/C=C\c1ccccc1[N+](=O)[O-] | -3 | 13 | 2 | -6 | 11 | -2 | 0.2 | 7 | -22
27 | C/C(CC1CC2=C(CC1(C)C)C(C)(C)CCC2)=N\NC(N)=S (stereo not given) | 7 | -9 | -4[fluorescence artefact?] | -2 | 41 | 5[fluorescence artefact?] | -1.6 | 5 | 3
28 | O=S(=O)(c1ccc(Br)s1)N1CCN(c2ccccc2)CC1 | 1 | 1 | nt | 0 | nt | nt | 0.1 | 9 | nt
29 | CCOC(=O)c1cc(-c2ccncc2)nc2c1c(C)nn2-c1ccccn1 | -16 | 1 | 14[fluorescence artefact?] | 2 | -191 | 3 | 2.2 | 11 | 16
30 | COc1ccc(CCNC(=O)C(C(=O)c2ccc(F)cc2)n2ccccc2=O)cc1OC (stereo not given) | 31 | -1 | -5 | 2 | -1 | 3 | -0.2 | 11 | 8

(list continues)
no. | Molecule | TbHK1 inh | Rad51 HR inh | eIF4E-4G inh | Hck-Nef inh | m-calpain inh | 14-3-3 Bad inh | zVAD death inh | EP2 antag | EP2 mod
31 | O=C(O)CCC(=O)NCc1cn(-c2ccccc2)nc1-c1cccc(Br)c1 | 31 | -5 | -6 | 2 | -21 | -16 | 2.9 | 20 | -73
32 | Cc1cc(NC(=O)COC(=O)CCC(=O)c2ccc(F)cc2)no1 | 2 | 16 | -9 | 0 | -22 | -4 | 2.0 | 15 | 5
33 | NC(=O)c1ncn([C@@H]2O[C@H](CO)[C@@H](O)[C@H]2O)n1 | 8 | 3 | -1[fluorescence artefact?] | -8 | 18 | -1 | -1.2 | 14&9&9 | 25&13&2
34 | CCCCCn1c(N2CCN(c3cccc(Cl)c3)CC2)nc2c1c(=O)[nH]c(=O)n2C | 9 | 2 | 12 | 1 | 10 | -58 | -0.2 | 11 | 58
35 | COc1ccccc1N1CCN(C(=O)COc2cc(C)ccc2C)CC1 | 28 | -2 | 0 | 2 | 15 | 3[fluorescence artefact?] | 1.9 | 7 | -54
36 | Brc1ccc(N=C(c2ccccc2)c2ccncc2)cc1 | 5 | 2 | 16 | 2 | 6 | 2[fluorescence artefact?] | -1.0 | 0 | 25
37 | CC(C)(C)c1ccc(OCc2ccc(C(=O)NN)o2)cc1 | 0 | 8 | 1 | -12 | 22 | 1 | 1.2 | 7 | -10
38 | Cc1ccc(S(=O)(=O)C2(S(=O)(=O)c3ccc(C)cc3)CCCC2)cc1 | 1 | nt | -15 | -11 | -9 | 4 | -1.2 | nt | 23
39 | CCOC(=O)CSc1nc2sc3c(c2c(=O)[nH]1)CCCC3 | -6 | 2 | 1 | 0 | 3 | 4[fluorescence artefact?] | 1.7 | 9 | 14
40 | CCC(C)NC(=O)Cn1cc(S(=O)(=O)N2CCN(c3ccccc3F)CC2)c2ccccc2c1=O (stereo not given) | -5 | -3 | 5 | 17 | 32 | 7 | 0.2 | 8 | -95

Next part:
no. | Molecule | TbHK1 inh | Rad51 HR inh | eIF4E-4G inh | Hck-Nef inh | m-calpain inh | 14-3-3 Bad inh | zVAD death inh | EP2 antag | EP2 mod
41 | CCOC(=O)c1cccc(NC(=O)Nc2cc(OC)ccc2OC)c1 | 10 | 1 | 4 | 0 | -4 | 7[fluorescence artefact?] | 1.4 | 7 | 5
42 | CCCc1cc(C(=O)Nc2nccs2)cs1 | 0 | 1 | -19[fluorescence artefact?] | 8 | 5 | 1 | 99* | 7 | -11
43 | CC(C)OCCCNC(=O)CNC(=O)c1ccc(Cl)c(Cl)c1 | 6 | -14 | 1 | -27 | 1 | -1 | -0.3 | 8 | -6
44 | COc1ccc2nc(NCCCNC(=O)c3cc(OC)c(OC)c(OC)c3)c(C#N)cc2c1 | 11 | -7 | -8 | 6 | i | -8 | -0.2 | 1 | -29
45 | O=C(NC1CCCCC1)C(c1ccc(Cl)cc1)N(C(=O)c1ccccn1)c1cccnc1 (stereo not given) | 0 | 6 | 0 | 17 | -23 | -2 | 0.4 | 8 | 12
46 | Cc1sc2ncnc(SCC(=O)NC(=O)NCc3ccco3)c2c1C | 3 | -8 | 4 | 6 | -66 | -14 | 0.2 | 1 | 23
47 | CCCC(=O)Nc1cc(C(=O)O)ccc1Sc1ccccc1 | -2 | -1 | 0 | 0 | -25 | -11 | 4.5 | 7 | 13
48 | CCOc1ccc(/C=C2\C(=O)c3ccccc3OC2c2ccccc2)cc1 (stereo not given) | -13 | -6 | 10 | 3 | 30 | -13 | -0.3 | 4 | 26
49 | C=CCOc1c(Cl)cc(CNCCC)cc1Cl | 2 | -6 | 2 | -21 | 15 | 0 | 0.9 | 8 | 0
50 | CCOc1cc(/C=C2/NC(=O)N(CC(=O)Nc3cccc(C)c3)C2=O)ccc1OC | -1 | -6 | -4[fluorescence artefact?] | 4 | 46 | 0[fluorescence artefact?] | 1.2 | 12 | 12
51 | CCOC(=O)N1CCC(N(CCN(C)C)C(=S)Nc2cccc(Cl)c2)CC1 | -5 | 6 | 2 | 5 | -26 | -9 | -1.1 | 8 | 18
52 | COc1ccc(-n2ccnc2SCC(=O)NO)cc1 | -2 | -12 | -2 | -3 | 17 | -11 | 2.2 | 10 | -2
53 | Nc1c(C(=O)O)cnn1-c1ccc([N+](=O)[O-])cc1 | -26 | 2 | 4 | 17 | -2 | 3 | 0.1 | 0 | -10

Quoted from the listing:
Under Rad51 HR inh, cpd 49 has the entry -6
Under 14-3-3 Bad inh, cpd 41 has the entry 7[fluorescence artefact?]

Entries shown so far containing a furan ring, fused or not (6):
no. | Molecule | TbHK1 inh | Rad51 HR inh | eIF4E-4G inh | Hck-Nef inh | m-calpain inh | 14-3-3 Bad inh | zVAD death inh | EP2 antag | EP2 mod
2 | COC(=O)CCC(NC(=O)c1cc(C)oc1C)C(=O)OC (stereo not given) | -1 | -5 | -2 | 8 | 14 | -2 | -0.7 | 11 | 27
5 | Cc1ccc(C(=O)c2oc3ccccc3c2N)cc1 | -3 | 1 | 4 | 11 | 6 | -8[fluorescence artefact?] | -0.1 | 7 | -5
18 | Cc1ccc(-c2nc3ccccc3[nH]2)cc1NC(=O)c1ccco1 | -1 | -6 | 2 | -2 | -28 | 3 | 3.1 | 14 | -17
26 | Cc1occc1C(=O)N/N=C/C=C\c1ccccc1[N+](=O)[O-] | -3 | 13 | 2 | -6 | 11 | -2 | 0.2 | 7 | -22
37 | CC(C)(C)c1ccc(OCc2ccc(C(=O)NN)o2)cc1 | 0 | 8 | 1 | -12 | 22 | 1 | 1.2 | 7 | -10
46 | Cc1sc2ncnc(SCC(=O)NC(=O)NCc3ccco3)c2c1C | 3 | -8 | 4 | 6 | -66 | -14 | 0.2 | 1 | 23

An excerpt (hit frequency here may not be typical).
